NPYLR7 ag: activates Aedes aegypti NPYLR7 receptor | HEK293T NPYLR7/Galpha15, GCaMP6s calcium fluorescence | activation, % at 10 µM | hit rate 0.15% among 270,000 | AID 1259423; in the data active means activation above about 40%;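 further: 0% = vehicle and 100% = reference agonist at the receptor; some compounds past the cut are filed as inactive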
hcGAS inh: human cGAS inhibition; recombinant h-cGAS, ATP depletion, Kinase-Glo luminescence; inhibition, % at 12.5 µM; hit rate 0.081% among 290,000;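 further: 0% = vehicle reaction and 100% = reaction without DNA for no activity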
Target sequence (Q8N884 whole entry, looked up): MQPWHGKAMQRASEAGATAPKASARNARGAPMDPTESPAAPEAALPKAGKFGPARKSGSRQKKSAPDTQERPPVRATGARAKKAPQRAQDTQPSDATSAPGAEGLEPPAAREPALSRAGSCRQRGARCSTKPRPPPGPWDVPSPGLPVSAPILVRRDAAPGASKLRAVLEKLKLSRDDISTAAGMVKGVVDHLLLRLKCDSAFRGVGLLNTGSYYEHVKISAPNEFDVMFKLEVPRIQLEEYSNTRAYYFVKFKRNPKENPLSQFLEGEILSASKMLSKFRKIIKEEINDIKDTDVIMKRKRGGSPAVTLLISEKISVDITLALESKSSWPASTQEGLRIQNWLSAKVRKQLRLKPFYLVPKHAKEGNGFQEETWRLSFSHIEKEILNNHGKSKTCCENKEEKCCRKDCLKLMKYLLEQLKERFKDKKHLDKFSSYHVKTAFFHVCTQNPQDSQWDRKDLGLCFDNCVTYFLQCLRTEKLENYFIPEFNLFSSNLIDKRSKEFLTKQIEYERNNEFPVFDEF
mcGAS lum: mouse cGAS inhibition by luminescence; Q8C6L5; recombinant cGAS, Kinase-Glo ATP depletion luminescence; inhibition, % at 12.5 µM; hit rate 0.15% among 160,000; AID 1259399;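 further: 0% = negative control wells and 100% = reference inhibitor with no enzyme activity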
Starred values were filed as active, the others as inactive; . = not tested or not shown; & = joins results of further samples. Unless noted, no stated cut-off is given here; in the data, active means inhibition above about 40%; inactive means the rest.

SMILES	NPYLR7 ag	hcGAS inh	mcGAS lum
CN(C)S(=O)(=O)c1ccc(C(=O)Nc2ccc3c(c2)C(=O)c2ccccc2C3=O)cc1	20	-2	105*
CCCn1cc(CNC(=O)Cc2ccccn2)cn1	22	-5	-17
COc1cc(-c2cccc3cccnc23)ccc1NC(C)=O	2	-4	.
O=S(=O)(c1ccc(Br)s1)N1CCC(Cc2ccccc2)CC1	-9	-7	-5
c1ccc(Nc2nc(N3CCCCCC3)nc3nccnc23)cc1	17	1	.
O=C(CCc1ccccc1)N1CCc2ccccc2C1c1ccc(F)cc1 (configuration not stated)	0	-7	-7
Cc1ccsc1CN(CCN(C)C)C(=O)c1ccc2c(c1)nnn2C	21	0	-7
Cc1cc(CN(C)C(=O)c2cc(CN3CCC(Cc4ccccc4)CC3)on2)on1	-7	-6	-19
Cn1ncc2c(NC3CCCCC3)nc(N3CCN(Cc4ccccc4)CC3)nc21	7	-1	-5
CN1CCN(C(c2ccc(F)cc2)C2Sc3ncnn3C2=O)CC1 (configuration not stated)	4	-6	-8
Cc1ccnc(C(NC(=O)c2cccc(-n3cccn3)c2)C2CC2)c1 (configuration not stated)	-7	-8	-13
O=C1c2ccccc2C(=O)N1CNc1ccc(OCc2ccccc2)cc1	-4	0	.
CC(CC1=[N+](c2ccccc2)C(O)(c2ccccc2)CS1)=Nc1ccc(C)cc1 (configuration not stated)	1	-10	.
Cc1cc(Br)cc(Cl)c1OCC(=O)Nc1cccc(N2CCCC2=O)c1	1	0	-1
O=C(NCc1ccccn1)C1COC2(CCN(C(=O)c3cccc(Cl)c3)CC2)N1C(=O)c1ccc(F)cc1 (configuration not stated)	25	-2	-4
Cc1ccc(S(=O)(=O)N(C(C)C)C2CC2)c(C)c1	-1	-1	.
CCOC(=O)N1CCN(C(c2cccc(Cl)c2)C2Sc3nc(CC)nn3C2=O)CC1 (configuration not stated)	0	-6	-8
CC(=O)NC1(C(=O)NCCOc2ccc(C(C)(C)C)cc2)CCCCC1	0	-3	.
O=c1c2oc3ccc(Cl)cc3c2nc2n1CCS2	-3	-5	.
CN(C(=O)Nc1nc2ccc(F)cc2s1)C1CCCc2ccccc21 (configuration not stated)	6	-7	-7
CCn1ccnc1CN1CCN(Cc2ccc(C)o2)C(CCO)C1 (configuration not stated)	2	2	.
Cc1c(C(=O)NCCC2CN(C)CCO2)cnn1-c1ccccn1 (configuration not stated)	1	-1	.
CC(C)c1cc(C(=O)NCCc2csc(-c3ncccn3)n2)n(C)n1	8	-5	.
CC1CN(C(=O)c2ccccc2NC(=O)c2ccc(=O)n(C)n2)CC(C)O1 (configuration not stated)	-1	-1	.
COCCCNC(=O)c1nn(-c2ccc(C)c(F)c2)c(=O)n(Cc2cccc(Cl)c2)c1=O	0	-3	-4
O=C(c1cn(C2CCCCC2)nn1)N(Cc1cccnc1)C1CCNCC1	2	12	-13
C#CCNS(=O)(=O)c1ccc(C(=O)N2CCOc3ccccc32)cc1	1	-8	.
CS(=O)(=O)Nc1ccc(/C=C/C(=O)NCCc2cccc(F)c2)cc1	8	-5	.
CCCS(=O)(=O)Oc1ccc(-c2nc3ccccc3o2)cc1CN1CCOCC1	.	-7	-10
O=C(NCc1ccco1)c1cnn2c1NC(c1ccccc1)CC2C(F)(F)F (configuration not stated)	-6	-4	-7
CCOC(=O)CCCSc1nnc(NC(=O)Cc2cccs2)s1	15	-6	-3
Cc1nn(C)c(Cl)c1C(=O)NC(C)c1ccc2c(c1)OCCCO2 (configuration not stated)	3	-8	-7
CSc1nc(C(=O)NCC2(O)CCCC2)c2ccccn12	-3	-4	-13
Cc1ccc2nc(CN(C)Cc3ccc(S(C)(=O)=O)cc3)[nH]c2c1	-3	-1	.
Cc1cc(C(=O)CSc2nnc(-c3ccco3)n2C)c(C)n1Cc1ccco1	-1	-4	.
CN(C(=O)c1ccncc1)C1CC(C)(C)N(C)C(C)(C)C1	1	7	.
O=C(CSc1ncnc2c1nnn2Cc1ccc(Cl)cc1)NCc1ccc2c(c1)OCO2	5	-5	-4
O=C(c1ccc(F)cc1)N(Cc1ccccc1)Cc1c(-c2ccccc2)noc1N1CCCC1	3	-10	-6
Cc1cc(=O)n2nc(C(F)(F)F)nc2n1CC(O)c1ccccc1 (configuration not stated)	-15	-6	.
COc1cccc(-c2nnc(SCC(=O)N3CCC(C)CC3)n2-c2ccc(C)cc2)c1	.	-7	-10
CCC1CCCN1CCCS(=O)(=O)NC (configuration not stated)	14	-7	.
COc1ccc(Cl)cc1Nc1nc(-c2cc3ccccc3oc2=O)cs1	-3	-2	-6
CC(C)(C)c1csc(=S)[nH]1	8	-3	.
CC(C)NC(=O)N1CCN(c2nc3ccccc3[nH]2)CC1	2	-9	.
CC(C)c1cc(=O)[nH]c(-n2nc(-c3cccs3)cc2NC(=O)c2ccc3c(c2)OCO3)n1	0	-3	.
CCC(CC)C(=O)N(Cc1cc(NC(=O)CC(C)(C)C)ccc1N(C)C)C(C)C(C)C (configuration not stated)	15	-6	-10
CC(C)CNc1cc(C(=O)N2CCCN(C)CC2)cc(S(=O)(=O)NC(C)(C)C)c1	0&18	-4&-16	-7
O=C(CN1CCN(C(=O)c2ccc(=O)[nH]n2)CC1)Nc1ccccc1Cl	4	-3	.
Cc1cnc(-n2cnnc2)c(-c2ccc(F)c(CO)c2)c1	9	-2	.
Cc1cc(C)n(Cc2cc(N)ccc2Cl)n1	1	-5	-5
COc1ccc2cc(C3CN(Cc4noc(C5CC5)n4)CCO3)ccc2c1 (configuration not stated)	2	-5	-10
CCN(CC)C(=O)Oc1ccc2c(ccn2Cc2c(Cl)ccc(C)c2F)c1-c1cc(F)cc(F)c1	11	-1	-7
C=CC[C@@H]1CC=C[C@@H](C)N1C(=O)CN1CCNCC1	-4	-8	.
Cc1nnc(Sc2ncccc2C(=O)O)s1	-1	-1	.
O=C(Nc1ccc(Nc2cc(-n3cccn3)ncn2)cc1)Nc1ccc2c(c1)OCCO2	-10	2	-3
C=CCNC(=O)N(Cc1ccccn1)c1ccc(Oc2cccc(F)c2)nc1	.	-7	-4
CC1(C(=O)NS(=O)(=O)c2ccccc2Cl)CCN1C(=O)CCc1ccccc1 (configuration not stated)	1	-11	.
Cc1nc2c(c(N3CCC(C(C)N4CCOCC4)CC3)n1)CCNCC2 (configuration not stated)	12	0	.
CCN(CC)CCNc1c2c(c(C#N)c3nc4ccccc4n13)CCC2	8	-9	.
CCCNC(=O)c1c(O)c2ccccc2[nH]c1=O	-3	4	.
Later entries
SMILES	NPYLR7 ag	hcGAS inh	mcGAS lum
CCCCCCCCCCCCCCCC(=O)OCC(O)[C@H]1OC(=O)C(O)=C1O (some centres not stated)	5	1	.
CCOC(=O)CC1CCCCN1C(=O)c1ccc2nc(-c3cccc(OC)c3)oc2c1 (configuration not stated)	0	-9	.
CS(=O)(=O)c1ccc2c(c1)NCCO2	-5	-5	.
O=S(=O)(NC1CCSc2ccccc21)c1ccc(S(=O)(=O)N2CCOCC2)cc1 (configuration not stated)	0	-5	.
Cc1ccc(NC(=NS(=O)(=O)c2cccs2)c2ccccc2)c(C)c1	-8	3	.
COCC1CCCN(C(=O)c2ccc(-c3cc(OC)cc(OC)c3)nc2)C1 (configuration not stated)	1	-5	-14
CC(=O)Oc1ccc(C2C(C#N)=C(C)NC3=C2C(=O)CCC3)cc1 (configuration not stated)	-3	-1	-4
CCN1CCC(N(C)C(=O)Nc2cccc(-n3nc(C)cc3C)c2)C(C)C1 (configuration not stated)	1	0	.
C=CCC1(CC=C)CCCCN1C(=O)CC1C=CS(=O)(=O)C1 (configuration not stated)	1	-9	.
CC(/C=C1\N=C(c2cc([N+](=O)[O-])ccc2Cl)OC1=O)=C\c1ccccc1	-4	-5	.
CC1CN(CCNC(=O)C2CCCc3c2[nH]c2ccccc32)Cc2ccccc2O1 (configuration not stated)	5	-5	-21
c1ccc(-c2nc[nH]c2-c2ccccc2Cn2cccn2)cc1	-1	-4	-18
NC(=O)c1cccc(CN2C(C(N)=O)CC3CCCCC32)c1 (configuration not stated)	0	-2	.
COCCn1c(SCC(=O)Nc2cccc(F)c2)nc2c([nH]c3ccccc32)c1=O	9	-4	-6
COC(=O)C1CCN(C(=O)CCc2csc(NC(=O)NC3CCCCC3)n2)CC1	5	-8	.
CCCCN(CC(=O)Nc1cc(-c2ccccc2)nn1-c1ccc(Cl)cc1)C(=O)Nc1ccc(OCC)cc1	20	-13	-6
Cc1ccc(-n2nc3c(c2NC(=O)c2ccc(S(=O)(=O)N(C)C)cc2)CS(=O)C3)cc1 (configuration not stated)	2	-7	.
Cc1nn(-c2ccc(F)cc2)c2nc(CCC(C)C)nc(N3CCN(C(=O)c4ccccc4Br)CC3)c12	-4	-5	-2
CN(CC1OCCO1)C(=O)Cc1ccc(OC(CCN2CCOCC2)c2cccs2)cc1 (configuration not stated)	0	0	.
Cn1c(=O)n(CCN2CCCCC2)c(=O)c2c1nc1n2CCCN1c1ccccc1	7	-9	.

Overlap with the part before: four entries, then new ones.
SMILES	NPYLR7 ag	hcGAS inh	mcGAS lum
Cc1ccc(-n2nc3c(c2NC(=O)c2ccc(S(=O)(=O)N(C)C)cc2)CS(=O)C3)cc1 (configuration not stated)	2	-7	.
Cc1nn(-c2ccc(F)cc2)c2nc(CCC(C)C)nc(N3CCN(C(=O)c4ccccc4Br)CC3)c12	-4	-5	-2
CN(CC1OCCO1)C(=O)Cc1ccc(OC(CCN2CCOCC2)c2cccs2)cc1 (configuration not stated)	0	0	.
Cn1c(=O)n(CCN2CCCCC2)c(=O)c2c1nc1n2CCCN1c1ccccc1	7	-9	.
Cc1nn(C2CCS(=O)(=O)C2)c2nc(-c3cccs3)cc(C(=O)N3CCCCCC3)c12 (configuration not stated)	2	-8	-11
O=C(O)CCc1nnc(SCc2ccc(Cl)cc2)[nH]c1=O	6	7	.
CN(c1cc(C(C)(C)C)nc(SCc2ccc(C(=O)NCc3ccc4c(c3)OCO4)o2)n1)C1CCCCC1	9	-12	-4
CCc1nc2ccc(C(=O)N3CCN(C)CC3)cn2c1N(C)Cc1nccs1	-8	-4	-3
CCCC(=O)Nc1nnc(Cc2ccccc2)s1	5	-2	-4
Cc1[nH]c2ccccc2c1CCNC(=O)C1C2C=CC3(CN(C)C(=O)C13)O2 (configuration not stated)	0	-6	.
CCCNC(=O)C1(C)CCN(Cc2csc3ccccc23)C1 (configuration not stated)	1	-6	.
C=CCNC(=O)C(NC(=O)c1ccc2c(c1)OCO2)C1CCN(C(=O)COC)CC1 (configuration not stated)	4	-3	-4
Cn1cc(Br)cc1C(=O)Nc1cccc(C(N)=O)c1	-15	-12	.
COc1cc(CN2CCC(C(=O)NC(c3ccc(Cl)cc3)c3ncccc3C)CC2)cc(OC)c1 (configuration not stated)	9	-5	-2
COc1ccc(C)cc1-c1nn(CC(C)C)cc1C(=O)Nc1cc(C)nn1C	4	-5	-11
Cc1cc(Br)ccc1NCc1ccc(C#N)cc1	1	-17	.
CCOCc1nc(C2CCCN(C(=O)C(C)C)C2)no1 (configuration not stated)	.	-10	-7
O=C(/C=C/c1cccs1)N(Cc1ccccn1)c1nc2ccccc2s1	-6	-10	-8
COc1ccc(OCc2cc(C(=O)N(C)Cc3nnc(C)o3)no2)c(Cl)c1	12	-11	-3
COc1cc(/C=C/C(=O)N2CCC(NC(=O)c3ccccc3)CC2)cc(Cl)c1OC	-10	17	.
CCOc1ccc(-c2cc3c(=O)n(Cc4nc(-c5ccc(OC)c(OC)c5)no4)ccn3n2)cc1	1	-7	-8
O=C(NCC1CCCO1)c1nn(-c2ccccc2F)c(=O)n(Cc2cccc(C(F)(F)F)c2)c1=O (configuration not stated)	10	-2	-4
CCOC(=O)C1CCN(CC(=O)N2N=C(c3cccc(F)c3)CC2c2ccc(OC)cc2OC)CC1 (configuration not stated)	-1	-5	-6
O=c1nc(SC2CCCC2)nc2ccccn12	1	-11	-8
Cc1ccc(Cn2nnc3c(=O)n(Cc4ccccc4C)cnc32)cc1	6	3	.
CC(C1CC1)N(C)C(=O)NCCc1cc(F)ccc1F (configuration not stated)	5	-3	.
COc1ccc(C(=O)Nc2cc(C(F)(F)F)ccc2Cl)cc1[N+](=O)[O-]	2	-1	-5
COc1cccc(-c2noc(NCC3CSCCS3)n2)c1 (configuration not stated)	-1	-9	.
Cc1nc(SCC(=O)NCc2ccccc2)c2oc3ccccc3c2n1	-7	0	.
CC1(C)C[C@@H]2C[C@@](C)(CN2C(=O)C(C)(C)NC(=O)c2cccs2)C1	15	-11	.
CCOC(=O)CCNC(=O)NCc1nnnn1-c1ccc(C)c(C)c1	2	0	1
COc1ccc2nc(SCC(=O)Nc3nc(C)cs3)[nH]c2c1	.	-8	-10
CC(C)c1cc(-c2nn3c(Cc4ccccc4)nnc3s2)no1	17	-5	.
CO[C@H]1C(=O)N(C)C2(CCN(C(=O)Cc3cccs3)CC2)[C@@H]1C(=O)Nc1ccccc1	23	3	-6
CCOC(=O)C1=C(C)NC(=S)NC1c1ccc(OC)c(OC)c1 (configuration not stated)	-2	-16	-9
CSc1ccc(C(=O)CCC(=O)NCCc2ccc(F)cc2)cc1	-8	-2	-4

Seven records picked at random from the list so far, as already listed:
SMILES	NPYLR7 ag	hcGAS inh	mcGAS lum
CCOC(=O)C1=C(C)NC(=S)NC1c1ccc(OC)c(OC)c1 (configuration not stated)	-2	-16	-9
COc1ccc(C(=O)Nc2cc(C(F)(F)F)ccc2Cl)cc1[N+](=O)[O-]	2	-1	-5
CC(C1CC1)N(C)C(=O)NCCc1cc(F)ccc1F (configuration not stated)	5	-3	.
CC1(C)C[C@@H]2C[C@@](C)(CN2C(=O)C(C)(C)NC(=O)c2cccs2)C1	15	-11	.
COc1ccc2nc(SCC(=O)Nc3nc(C)cs3)[nH]c2c1	.	-8	-10
CSc1ccc(C(=O)CCC(=O)NCCc2ccc(F)cc2)cc1	-8	-2	-4
CCOC(=O)CCNC(=O)NCc1nnnn1-c1ccc(C)c(C)c1	2	0	1

Bioassay records (PubChem BioAssay)

An unsorted share of the library, and some 0.27% of all compounds hit somewhere here.
